Source: PubChem (National Center for Advancing Translational Sciences (NCATS))
GLS inh – inhibitors of human glutaminase (GLS). O94925. GLS enzymatic activity, qHTS titration. Potency, µM (highest dose often 45.5 µM), for inactives: at the highest dose activity change, negative = inhibition, usual class: inhibitors. 410,000 tested, 0.21% active; also: potency is read from the fitted curve at half-maximal effect; % is scaled to controls: 0 for no effect and ±100 for the full control effect
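hKGA in 45 mM KH2PO4 (pH 8.2), 0.02% Tween-20 with compound, then 1mM L-Glutamine (stock as added) plus glutamate oxidase/HRP/Amplex red coupling mix. Fluorescence read initially and after 30 min at RT; signal change reflects glutamate formation.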
BAZ2B block – blocks human BAZ2B. AlphaScreen BAZ2B-H3K14Ac peptide displacement. Q9UIF8. Potency, µM (doses to about 114 µM), without a hit: at the top dose activity change, negative = inhibition, most hits filed as inhibitors. 360,000 tested, 4.4% active; also: potency is read from the fitted curve at half-maximal effect; % is scaled to controls: 0 for no effect and ±100 for the full control effect; nearly all actives have a fitted effect of over 60% in size
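Compounds, titrated to a top concentration of 110 uM, were incubated 30 min at room temperature with preformed BAZ2B/acetyl-K14 H3 peptide complex (50 nM each). Proximity signal was measured by AlphaScreen after 20 min with beads.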
HP1b binding inh – inhibitors of HP1-beta chromodomain binding to methylated histone tails | Potency, µM (top dose mostly 114 µM), for the others: at the top dose activity change, negative = inhibition, most hits filed as inhibitors | AlphaScreen HP1-beta / biotin-H3K9me3 peptide binding | P83916 | 390,000 tested, 0.56% active; also: potency is read from the fitted curve at half-maximal effect; nearly all actives have a fitted effect of over 70% in size; inactives centre near 23
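HP1-beta protein (50 nM final) preincubated 30 min at room temperature with biotinylated H3(1-18)K9me3 peptide (50 nM) in PBS pH 7.4, 0.01% Tween-20, then compound added for 30 min. AlphaScreen streptavidin donor/nickel chelate acceptor beads (10 ug/mL final), 30 min dark, luminescence read.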
Pin1 inh – blocks the human prolyl isomerase Pin1. Q13526. Pin1 FP peptide displacement, HiFluor488, 10 min. Potency, µM (top dose mostly 115 µM), for the others: top-dose activity, negative = inhibition, actives largely listed as inhibitors. 390,000 tested, 0.009% active; active = well fitted inhibition curve with a large enough effect in the polarisation, with a control signal flat, not every such curve was filed as active; inconclusive = small, poorly fitted or top-dose-only effect, or effect the other way, or a change in a side signal; inactive = no such curve, though single readings can be large or run the other way; the % refers to the polarisation; also: potency is read from the fitted curve at half-maximal effect; % is scaled to controls: 0 for no effect and ±100 for the full control effect
PI4K2A block – PI4K2A (human) kinase inhibition | 420,000 tested, 0.13% active | Q9BTU6 | activity change, negative = inhibition, % at 76.9 µM | purified PI4K2A, ADP-Glo luminescence, 1 h; hits give low values; in the data active = activity change below about -50%; inconclusive = mostly about -30% to -49%;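 also: -100% = wells without enzyme as full effect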
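ADP-Glo luminescence measured ADP generated by PI4K2A enzyme (4 ug/mL before mixing) with 1.2 mM PI substrate (pre-mix) and 300 microM ATP (pre-mix). Tris pH7.5 buffer with MgCl2, Triton X-100; 1 h reaction at ambient temperature.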
G9a inh – blocks human histone lysine methyltransferase G9a | AID 504332 | G9a H3K9 monomethylation, AlphaScreen, 2 h | Q96KQ7 | 350,000 tested, 8.8% active | Potency, µM (titrated, usually from 102 µM), without a hit: at the top dose activity, negative = inhibition, usual class: inhibitors; also: potency is read from the fitted curve at half-maximal effect; % is scaled to controls: 0 for no effect and ±100 for the full control effect; nearly all actives have a fitted effect of over 75% in size
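AlphaScreen detection with an anti-monomethyl H3K9 antibody quantified product after a 2 h room-temperature reaction containing 500 nM biotinylated H3K9 peptide, 20 µM SAM and 20 nM enzyme, which had been preincubated 15 min with compound.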
Tb PGK inh – T. brucei PGK inhibition. 380,000 tested, 0.043% active. AID 602233. Potency, µM (series often up to 57.5 µM), without a hit: top-dose activity change, negative = inhibition, usual class: inhibitors. P07378. PGK/GAPDH coupled, Kinase-Glo luminescence, 60 min; also: potency is read from the fitted curve at half-maximal effect; % is scaled to controls: 0 for no effect and ±100 for the full control effect; nearly all actives have a fitted effect of over 60% in size
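Luminescent ATP detection (Kinase-Glo Plus) follows a 60-minute room-temperature incubation, with wells lacking PGK as controls. Buffer: 100 mM TEA (pH 7.6), 5 mM MgCl2, 0.01% Tween-20. Coupling enzyme GAPDH (100 nM final) supplies unstable 1,3-BPG in-well.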
POLH inh – inhibitors of human DNA polymerase eta | Q9Y253 | recombinant Pol eta, fluorescent DNA replication assay | Potency, µM (titrated, usually from 114 µM), inactives show top-dose activity change, negative = inhibition, usual class: inhibitors | 390,000 tested, 1.2% active; also: potency is read from the fitted curve at half-maximal effect; % is scaled to controls: 0 for no effect and ±100 for the full control effect
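Pol eta (10 nM) was preincubated with compounds for 15 min at room temperature, after which fluorescent replication substrate (50 nM final) was added to start the reaction. Fluorescence was read kinetically at 0 and 10 min.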
JMJD2A Tudor inh – JMJD2A Tudor domain (human) inhibition; O75164; AlphaScreen JMJD2A-Tudor / H3K4me3 peptide binding; Potency, µM (doses to about 114 µM), for inactives: top-dose activity change, negative = inhibition, actives largely listed as inhibitors; 390,000 tested, 4.4% active; AID 504339; also: potency is read from the fitted curve at half-maximal effect; % is scaled to controls: 0 for no effect and ±100 for the full control effect; nearly all actives have a fitted effect of over 50% in size
Numbers without * were called inactive; i = inactive; ? = inconclusive; . = no result given; & = joins results of further samples; [ ] = dose if it differs, or a comment. Unless noted, calls follow the shape of the dose curve; as a rule, active = well fitted curve in the direction sought with a large enough effect; inconclusive = small, poorly fitted or top-dose-only effect, or another doubt; inactive = no such curve, though single readings can be large; an effect the other way counts as inactive or inconclusive. The list is partial; the hit share may differ from the screen's.

GLS inh,BAZ2B block,HP1b binding inh,Pin1 inh,PI4K2A block,G9a inh,Tb PGK inh,POLH inh,JMJD2A Tudor inh,canonical_smiles
4%,-33%,-16%,-9%,-1,?,-7%,-19%,-24%,CCSC(=S)c1c(C)[nH]n(-c2ccccc2)c1=O
0%,-8%,17%,-8%,-11,?,-3%,2%,-15%,O=C(CN(Cc1ccco1)C(=O)c1ccc([N+](=O)[O-])cc1)Nc1ccccc1C(F)(F)F
8%,-22%,39%,-3%,-11,7%[59 µM],-2%,16%,-5%,CCc1ccc(NC(=O)CSc2nc3nccnc3c(=O)n2CCc2c[nH]c3ccccc23)cc1
0%,-19%,15%,0%,1,18%,-1%,-17%,-9%,CCCC(C)NC(=O)COC(=O)c1ccc2c(c1)C(=O)N(Cc1ccco1)C2=O (stereo not drawn)
0%,-5%,26%,0%,-5,3%[0.501 µM],-5%,-1%,-11%,C=CC(O)Cc1c(C)n[nH]c1C (stereo not drawn)
?,.,-23%,-5%,-10,.,-3%,-9%,-26%,O=C1C(=O)C(c2ccccc2)C(=O)C1c1ccccc1 (stereo not drawn)
6%,2%,25%,0%,-5,-46%[59 µM],i,-6%,3%,COc1ccc(CC(=O)NC(CC(=O)O)c2ccc(OC)cc2)cc1 (stereo not drawn)
-4%,-32%,31%,8%,0,-27%[59 µM],.,0%,-23%,CCC(C)(C)n1nnnc1C(c1cccnc1)N1CCCc2ccccc21 (stereo not drawn)
8%,-10%,27%,-2%,-16,19%,-3%,-18%,-10%,CCn1cc(S(=O)(=O)NCc2ccc3c(c2)OCO3)cn1
0%,13%,93%[activator],16%,0,26%,-2%,-15%,56%[activator],COc1ccc(/C=C/C(O)=C2/C(=O)N(C)C3(C)CC2c2ccccc2O3)cc1 (stereo not drawn)
14%,1%,24%[57 µM],3%,-2,0%[59 µM],0%,-15%,-13%,COc1cc(OC)c(NS(=O)(=O)c2ccc3c(c2)CCCN3C(C)=O)cc1Cl
7%,-7%,1%,-11%,-7,1%,-3%,-9%,-19%,Cc1ccc(-n2nc(C)c(NS(=O)(=O)c3ccccc3)c2C)cc1C
1%,11%,53%[activator],2%,-1,1%[59 µM],-6%,-2%,5%,COc1cccc(CNn2c(-c3cccc(C)c3)nc3ccccc3c2=O)c1
-2%,8%,39%[activator],-1%,0,-9%,-4%,-14%,-4%,O=S(=O)(Cc1ccc(Cl)cc1)c1ccccc1-c1nnc(-c2ccc(Cl)cc2)o1
-4%,1%,49%[activator],11%,-5,0%[59 µM],-2%,-24%,-3%,CCOC(=O)C1=C(Nc2ccccc2)CC(C)(O)C(C(=O)OCC)C1c1ccc(Br)cc1 (stereo not drawn)
2%,-21%,49%[activator],9%,-3,-2%[59 µM],i,-5%,-5%,CC(=O)c1ccc(N2CCN(C(=O)C3CCCN(S(=O)(=O)c4cnc[nH]4)C3)CC2)cc1 (stereo not drawn)
44%[activator],?,17%,-1%,1,13%,-10%,-16%,?,O=C(CN1CCN(c2ccc(F)cc2)CC1)Nc1nccs1
-5%,-1%,25%,-1%,-6,-11%[59 µM],-7%,-24%,-7%,COCCNC(=O)C(c1ccc(F)cc1)N(C(=O)CCC(=O)Nc1ccccn1)c1ccc(C)cc1 (stereo not drawn)
0%,-7%,-9%,7%,3,4%,-2%,-1%,-20%,Cc1ccc(Nc2nc(N)c([N+](=O)[O-])c(NCCO)n2)cc1C
20%,50µM*,40µM*,.,-16,3.2µM*,?,10µM*,-22%[11.4 µM],O=C(O)C1CSC(c2ccco2)N1 (stereo not drawn)
-4%,-21%,13%,6%,0,?,-5%,-10%,-21%,CC1(C)C2CCC1(CS(=O)(=O)Nc1ccc(S(=O)(=O)NC3CCCCC3)cc1)C(=O)C2 (stereo not drawn)
-2%,-2%,19%,-5%,-4,?,-9%,-7%,-9%,COCCN(C(=O)COC(=O)C1CC1C)c1c(N)n(Cc2ccccc2)c(=O)[nH]c1=O (stereo not drawn)
-2%,3%,3%,-12%,6,3%[59 µM],-8%,-16%,?,CCN1C(=O)/C(=C/c2nc3ccccc3c(=O)n2-c2ccccc2)c2ccccc21
2%,3%,25%,10%,1,12%[59 µM],2%,-1%,1%,Cc1ccc2nc(Nc3ccc(C)c(F)c3)c3nncn3c2c1
2%,.,33%,3%,0,?,-3%,-12%,-6%,CC(C)C(Nc1ccc(C(F)(F)F)cc1[N+](=O)[O-])C(=O)O (stereo not drawn)
3%,-21%,31%,0%,0,24%,-7%,22µM*,-2%,COc1cc(OC)c(NC(=O)CN(C)S(=O)(=O)c2ccc3[nH]c(=O)oc3c2)cc1Cl
-1%,0%,25%,-6%,-3,?,2%,-25%,-12%,CC(C)CN(C(=O)CN1C(=O)C2CCCCC2C1=O)c1c(N)n(Cc2ccccc2)c(=O)[nH]c1=O (stereo not drawn)
-3%,5%,67%[activator],-3%,1,?,i,-2%,-14%,O=C(C1CCCN(S(=O)(=O)c2cnc[nH]2)C1)N1CC(=O)N(CCc2ccccc2)C(=O)C1 (stereo not drawn)
-7%,-19%,37%,-8%,-7,59%[activator],-2%,-12%,-3%,CC(=O)C1CCCN(C(=O)c2ccc3nc(Cc4cccc(Cl)c4)oc3c2)C1 (stereo not drawn)
3%,-2%,3%,2%,3,10%,-2%,-4%,-13%,CN1C(=O)N(C)C(c2cccc([N+](=O)[O-])c2)C2=C1CCCC2=O (stereo not drawn)

4 of the compounds above, with bars between the fields.
Structure | GLS inh | BAZ2B block | HP1b binding inh | Pin1 inh | PI4K2A block | G9a inh | Tb PGK inh | POLH inh | JMJD2A Tudor inh
CCC(C)(C)n1nnnc1C(c1cccnc1)N1CCCc2ccccc21 (stereo not drawn) | -4% | -32% | 31% | 8% | 0 | -27%[59 µM] | . | 0% | -23%
CCn1cc(S(=O)(=O)NCc2ccc3c(c2)OCO3)cn1 | 8% | -10% | 27% | -2% | -16 | 19% | -3% | -18% | -10%
COc1ccc(/C=C/C(O)=C2/C(=O)N(C)C3(C)CC2c2ccccc2O3)cc1 (stereo not drawn) | 0% | 13% | 93%[activator] | 16% | 0 | 26% | -2% | -15% | 56%[activator]
COc1cc(OC)c(NS(=O)(=O)c2ccc3c(c2)CCCN3C(C)=O)cc1Cl | 14% | 1% | 24%[57 µM] | 3% | -2 | 0%[59 µM] | 0% | -15% | -13%

Continuation:
GLS inh,BAZ2B block,HP1b binding inh,Pin1 inh,PI4K2A block,G9a inh,Tb PGK inh,POLH inh,JMJD2A Tudor inh,canonical_smiles
0%,-9%,19%,-9%,-1,1%[12.7 µM],-10%,-22%,-18%,CC(CCc1ccccc1)NC(=O)COC(=O)c1cccn1C (stereo not drawn)
0%,-9%,13%,-2%,-5,?,-9%,-8%,-18%,O=C(N/C(=C/c1cccs1)C(=O)N1CCOCC1)c1ccccc1
27%,?,10%,-7%,2,?,-1%,?,-19%,O=C1NC(=S)SC1=C1CCCCCC1
1%,-24%,4%,18%,-6,-29%,-1%,-3%,-24%,O=C(CN1C(=O)CSc2cc(S(=O)(=O)N3CCCCCC3)ccc21)NCCc1ccccc1
15%,.,.,.,-2,.,1%,-13%,.,Cc1cc(NC(=O)c2ccc(OCC3CCCO3)cc2)ccc1Br (stereo not drawn)
-11%,-17%,26%,1%,2,13%,i,-15%,-29%,COc1cc(/C=C/C(=O)OCC(=O)NC(=O)NC2CCCCC2)ccc1OC(F)F
32%[activator],.,-18%[57 µM],3%,-5,.,6%,-8%,8.9µM*,Nc1cc2c(cc1N)-c1ccccc1C2
-6%,11%,44%[activator],6%,2,30%,-6%,-26%,-4%,CCOC(=O)C(CC)n1cnc2c(nnn2-c2ccccc2)c1=O (stereo not drawn)
-6%,-37%,3%,0%,3,-17%,-5%,-14%,-33%,COc1ccc(S(=O)(=O)N2CCN(Cc3c[nH]c4ccccc34)CC2)cc1
3%,10%,34%[activator],7%,-4,?,-14%,-2%,-3%,CCCn1c(SCC(=O)NC2CCCCC2C)n[nH]c1=O (stereo not drawn)
-5%,-2%,0%,12%,0,19%[59 µM],-8%,-2%,-18%,Cn1c(=O)c2c(nc(NCc3ccc4c(c3)OCO4)n2C)n(C)c1=O
16%,-12%,-11%,9%,-4,6%[12.7 µM],-8%,-8%,-17%[11.4 µM],COc1ccc(C2C(C#N)=C(N)Oc3n[nH]c(C)c32)cc1CSc1ccccn1 (stereo not drawn)
4%,-14%,15%,-9%,-1,-19%,i,-4%,-15%,Cc1ccn2c(=O)c(C(=O)NCCN3CCOCC3)c(O)nc2c1
5%,-3%,27%,-13%,-2,-10%,-7%,8%,-23%,CCC(=O)Nc1cc2c3c(c1)CCN3C(=O)CC2
1%,.,45%[activator],-7%,-1,.,4%,-13%,-1%,CCCNC(=O)c1onc(CSc2ccc(Cl)cc2)c1C(=O)NCCOC
-4%,.,.,.,-4,.,i,-7%,.,CC(C)CCN1CCC[C@]2(N[C@H](c3ccccc3)[C@@H]3C(=O)N(Cc4ccccc4)C(=O)[C@@H]32)C1=O
3%,-2%,54%[activator],14%&-2%,2,10%[59 µM],i,-28%,-4%&3%,c1ccc(CNc2nc(-c3cccs3)nc3ccccc23)cc1
-2%,-1%,-8%,0%,-3,-9%[59 µM],4%,-12%,-1%,COc1ccc(NC(=O)c2ccc(C)cc2)c(OC)c1
-5%,-9%,41%[activator],-9%,2,0%,1%,-14%,-11%,CCOc1ccc(CCNC(=O)C2CCCN(S(=O)(=O)N3CC(C)CC(C)C3)C2)cc1OCC (stereo not drawn)
14%,0%,20%,-5%,1,7%[12.7 µM],4%,5%,-3%,CC1CN(C(=O)CCn2c(=O)oc3ccccc32)CC(C)O1 (stereo not drawn)
